Assay outcomes deposited in PubChem BioAssay by National Center for Advancing Translational Sciences (NCATS).
Giardia kill: kills Giardia lamblia | activity change, % at 7.66 µM, hits read low | actives 0.15% (n = 340,000) | Giardia lamblia trophozoite viability; in the data active = activity change below about -80%; inconclusive = between about -30% and that limit;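 note: parasites exposed to compound for two days anaerobically before the ATP read; % is set by controls: 0 for no effect and ±100 for the full control effect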
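Media and compound were dispensed first, then trophozoites at 100 cells/well; plates sat 48 hrs at 37 deg C without oxygen before ATP luminescence reagent was added and read after 15-30 min at room temperature.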
ELG1 genotox: genotoxicity induction in ELG1-luciferase HEK293T cells | actives 1.3% (n = 330,000) | Potency, µM (highest dose often 46 µM), for inactives: at the top dose activity change, positive = activation, actives largely listed as activators | AID 504466 | HEK293T ELG1-luciferase reporter, luminescence, 16 h; note: potency is the fitted concentration of half-maximal effect; % of control where 0% means no effect; nearly all actives have a fitted effect of over 60% in size
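Quantitative HTS format in 1536-well plates. HEK293T ELG1-luciferase reporter cells receive test compound and are incubated 16 hr at 37 °C, 5% CO2; ONE-Glo added, 30 min room temperature, then luminescence read.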
RORgamma inh: ROR gamma (mouse) transcription inhibition. Potency, µM (series often up to 53.6 µM), inactives show at the top dose activity change, negative = inhibition, most hits filed as inhibitors. AID 2551. actives 5.4% (n = 310,000). Drosophila S2 Gal4-RORgamma UAS-luciferase reporter, 20 h. P51450; note: potency is the fitted concentration of half-maximal effect; % is set by controls: 0 for no effect and ±100 for the full control effect; nearly all actives have a fitted effect of over 60% in size
Target sequence (P51450 whole entry, looked up, the tested form may be a part): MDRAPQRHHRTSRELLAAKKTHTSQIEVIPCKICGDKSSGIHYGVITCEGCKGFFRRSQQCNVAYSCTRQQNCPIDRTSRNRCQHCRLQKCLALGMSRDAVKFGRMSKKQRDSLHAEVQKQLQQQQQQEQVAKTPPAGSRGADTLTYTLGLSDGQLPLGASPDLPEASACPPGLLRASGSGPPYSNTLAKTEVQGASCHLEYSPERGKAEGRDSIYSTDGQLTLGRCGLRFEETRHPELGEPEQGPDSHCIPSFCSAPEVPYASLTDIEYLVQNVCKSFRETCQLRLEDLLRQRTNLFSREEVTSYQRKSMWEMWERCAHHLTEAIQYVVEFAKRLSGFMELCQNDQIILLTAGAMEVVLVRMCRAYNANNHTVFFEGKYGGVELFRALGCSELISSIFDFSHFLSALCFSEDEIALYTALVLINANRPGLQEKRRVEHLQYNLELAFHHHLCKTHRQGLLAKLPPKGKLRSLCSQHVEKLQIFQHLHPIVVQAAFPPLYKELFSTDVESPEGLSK
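Using a luciferase readout, inhibitors were identified by reduced reporter activity in Drosophila cells coexpressing a copper-inducible Gal4–ROR gamma fusion and UAS-driven Photinus luciferase, incubated 20 hr after 700 uM copper sulfate.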
FBPA coupling cs: coupling enzyme interference in Giardia aldolase counter-screen; coupling enzyme system counterscreen, AmpLite Red fluorescence; activity change, negative = inhibition, % at 58.2 µM, hits read low; actives 0.67% (n = 290,000); AID 2472; in the data active = activity change below about -30%; note: % is set by controls: 0 for no effect and ±100 for the full control effect
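Coupling enzymes only (glyceraldehyde-3-phosphate) + compound, at 57.5 uM final, 10 min RT; add substrate/coupling/AmpLite Red mix, 20 min RT; fluorescence ex 525/em 598 nm. Actives flag coupling-system interference.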
Gal4-VP16 FLuc: inhibits Gal4-VP16 luciferase reporter, ROR gamma counter-screen; AID 2546; actives 3.5% (n = 310,000); Drosophila S2 Gal4-VP16 UAS-luciferase, luminescence, 20 h; Potency, µM (highest dose often 53.6 µM), for the others: at the top dose activity, negative = inhibition, most hits filed as inhibitors;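 note: Gal4-VP16 expression switched on by copper sulfate through the metallothionein promoter; potency is the fitted concentration of half-maximal effect; % is set by controls: 0 for no effect and ±100 for the full control effect; nearly all actives have a fitted effect of over 50% in size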
uPA generation: blocks generation of uPA at the cell surface | cell surface uPA generation assay, qHTS | Potency, µM (titrated, usually from 38.3 µM), for the others: at the highest dose activity change, negative = inhibition, most hits filed as inhibitors | actives 0.31% (n = 330,000); active = well fitted inhibition curve with a large enough effect; inconclusive = small, poorly fitted or top-dose-only effect; inactive = no such curve, though single readings can be large or run the other way; tested in mouse RAW 264.7 cells; note: potency is the fitted concentration of half-maximal effect; % is set by controls: 0 for no effect and ±100 for the full control effect; nearly all actives have a fitted effect of over 55% in size
NPC1 promoter act: activators of NPC1 promoter | Huh7 NPC1 promoter luciferase reporter, 24 h | Potency, µM (doses to about 9.22 µM), inactives show at the top dose activation, actives largely listed as activators | actives 2.4% (n = 320,000) | AID 485313;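 note: potency is the fitted concentration of half-maximal effect; % of control where 0% means no effect; nearly all actives have a fitted effect of over 60% in size; reporter is driven by a mutant NPC1 promoter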
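Stably transfected Huh7 (NPC1 promoter→luciferase), 1500 cells/well in Opti-MEM + 10% FBS, 2 h settle, then compound 24 h at 37 °C. Luminescence after 10 min with Amplite reagent.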
FLuc modulator: inhibits or activates purified firefly luciferase, miR-21 counter-screen | P08659 | purified FLuc, Km substrates, luminescence inhibition | Potency, µM (doses to about 57.5 µM), for the others: at the top dose activity change, negative = inhibition, actives largely listed as inhibitors | actives 6.9% (n = 360,000) | AID 588342;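 note: potency is the fitted concentration of half-maximal effect; plate controls were vehicle for no effect and reference inhibitor for full effect; nearly all actives have a fitted effect of over 55% in size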
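Purified P. pyralis luciferase, 10 nM final, with Km-level 10 uM D-luciferin and 10 uM ATP in 50 mM Tris acetate pH 7.5, 10 mM Mg acetate, 0.01% Tween-20, 0.05% BSA; 6-point qHTS titration about 60 µM downward; luminescence read.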
Rab9 promoter act: Rab9 promoter activation | Huh7 Rab9 promoter-luciferase reporter, luminescence, 24 h | Potency, µM (titrated, usually from 9.22 µM), for the others: top-dose activation, negative = inhibition, usual class: activators | actives 2.8% (n = 320,000) | AID 485297; note: potency is the fitted concentration of half-maximal effect; % of control where 0% means no effect; nearly all actives have a fitted effect of over 60% in size
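Promoter activation is measured as luciferase luminescence in Huh7 cells stably transfected with a Rab9 promoter–luciferase construct, following 24 h compound exposure at 37 °C and 10 min reagent incubation at ambient temperature.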
Tb PFK inh: inhibitors of T. brucei phosphofructokinase; actives 0.17% (n = 330,000); T. brucei PFK, ADP-Glo luminescence; Potency, µM (highest dose often 57.5 µM), for inactives: at the top dose activity, negative = inhibition, usual class: inhibitors; AID 485367; O15648;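 note: potency is the fitted concentration of half-maximal effect; 0% = uninhibited 1x PFK enzyme wells and -100% = no-enzyme wells; nearly all actives have a fitted effect of over 60% in size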
Target sequence (O15648 whole entry, looked up): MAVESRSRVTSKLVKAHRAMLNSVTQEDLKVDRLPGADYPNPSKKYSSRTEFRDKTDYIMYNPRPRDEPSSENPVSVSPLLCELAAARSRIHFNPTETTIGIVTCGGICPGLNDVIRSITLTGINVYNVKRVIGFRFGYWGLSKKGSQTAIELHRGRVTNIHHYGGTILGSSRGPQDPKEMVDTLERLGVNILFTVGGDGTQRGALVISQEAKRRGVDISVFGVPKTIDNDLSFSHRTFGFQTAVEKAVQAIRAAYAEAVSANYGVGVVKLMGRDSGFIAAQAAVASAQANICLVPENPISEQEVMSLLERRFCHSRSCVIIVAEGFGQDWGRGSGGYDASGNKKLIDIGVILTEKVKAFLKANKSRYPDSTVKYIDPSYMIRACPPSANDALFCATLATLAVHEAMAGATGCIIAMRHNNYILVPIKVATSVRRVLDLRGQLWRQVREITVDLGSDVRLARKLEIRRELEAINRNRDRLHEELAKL
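Compounds were pin-transferred as a titration series up to 57 uM into substrate buffer (0.5 mM F6P, 0.1 mM ATP, pH 8.0), then 1.25 nM PFK was added and reactions ran 45 min before ADP-Glo detection.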
KCNH2 3.1 block: KCNH2 3.1 (human) potassium channel inhibition; U2OS KCNH2 3.1, thallium flux FluxOr; active compounds read low; activity change, % (tested at about 1.8 µM); actives 0.95% (n = 340,000); AID 720553;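 active = maximum activity change below -70%; inconclusive = maximum activity change from -70% to -50%; inactive = maximum activity change above -50%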;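 note: thallium influx rate constant from kinetic fluorescence after stimulation buffer; % is set by controls: 0 for no effect and ±100 for the full control effect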
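Measured as rate of thallium-driven FluxOr signal in transduced U2OS cells carrying the 3.1 channel, read kinetically for 2 min upon stimulation; values are rate constants scaled to DMSO control wells.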
Starred values were filed as active, the others as inactive; ? = inconclusive; / = no result given; & = joins results of further samples; [ ] = dose if it differs, or a comment. Unless noted, calls come from the whole dose curve; as a rule, active = well fitted curve in the direction sought with a large enough effect; inconclusive = small, poorly fitted or top-dose-only effect, or another doubt; inactive = no such curve, though single readings can be large; an effect the other way counts as inactive or inconclusive.

no.	smiles	Giardia kill	ELG1 genotox	RORgamma inh	FBPA coupling cs	Gal4-VP16 FLuc	uPA generation	NPC1 promoter act	FLuc modulator	Rab9 promoter act	Tb PFK inh	KCNH2 3.1 block
1	O=C1/C(=C/c2ccccc2)SC(=S)N1C1CCS(=O)(=O)C1 (centres undefined)	6	-8%	10%	0	?	-3%	-29%	-12%	-17%	1%	-15
2	Cc1ccc(S(=O)(=O)N2CCCCC2)cc1NC(=O)CSc1nnc(N)s1	-13	-4%	17%	1	0%	13%	-1%	1%	6%	0%	6
3	COc1ccc(O[C@H]2C=C[C@@H](c3ccccc3)O[C@@H]2CO/N=C(\C)CCN2CCc3nc(-c4ccccc4)c(-c4ccccc4)cc3C2)cc1	/	-10%	9%[10 µM]	1&-3	1%[10 µM]	/	0%	-1%	0%	0%	/
4	FC(F)(F)c1nnc2sc(-c3cccs3)nn12	0	5%	-35%	1	28%	-8%	-1%	2%	-5%	0%	-8
5	Cc1ccccc1NC(=S)NCCO	-2	-5%	24%	2	-3%	8%	3%	-4%	-6%	-20%	5
6	CCOC(=O)N1CCN(C(=S)NC(=O)c2ccc(F)c(F)c2)CC1	4	-6%	0.63µM*	2	1µM*	10%	-2%	4%	-4%	3%	3
7	COc1cc(OC)cc(-n2nnnc2SCC(=O)NCc2ccc3c(c2)OCO3)c1	24	-1%	-5%	4	-22%	4%	-7%	0%	-1%	5%	18
8	CC1CC(N(C(=O)C2CC2)c2ccccc2)c2ccccc2N1C(=O)C1CC1 (centres undefined)	-4	-7%	-10%	0	10%	5%	-5%	1%	-1%	2%	-12
9	Cc1ccc(C(=O)Nc2nccc(C)n2)cc1	-4	13%	-13%[1.91 µM]	-1	2%	-3%	16%	?	24%	1%	-3
10	CCn1c(=O)c(C(=O)Nc2ccc(C)cc2C)c(O)c2ccccc21	0	-1%	-13%	3	-11%	0%	4%	-1%	9%	2%	17
11	c1ccc(C2[C@H]3CN(Cc4cccnc4)[C@H](c4ccccc4)C34CC2(c2cccnc2)C4)cc1 (some centres undefined)	-2	-4%	?	2&-2	4%&4%	?	-5%	-1%	-3%	0%	32
12	Cc1nc(SCc2ccc(OCCC(C)C)cc2)n[nH]1	4	?	-26%	-1	?	-12%	?	21µM*	?	1%	-16
13	CCOc1cc2[nH]c(=S)n(Cc3ccc(C)o3)c(=O)c2cc1OCC	-14	-7%	7.1µM*	2	11µM*	/	-2%	0%	5%	-17%	-8
14	CC(C)CNC(=O)CC(=O)N/N=C/c1ccc(Br)cc1	16	-3%	17%	-7	3%	1%	-2%	-10%	-1%	-2%	2
15	Cc1ccc(/C=N/NC(=O)Cc2ccc(Cl)cc2)s1	52[activator]	-8%	-24%	-1	?	5%	11%	-4%	1%	?	-3
16	COc1ccc(-c2nc(CC(=O)Nc3cccc(S(=O)(=O)NC4=NCCC4)c3)cs2)cc1	-11	-3%	/	/	/	16%	9%	/	-10%	0%	22
17	CN(C)C1=NCCN1CCc1ccc(F)cc1	22	1%	/	/	/	5%	-2%	-2%	-4%	-2%	4
18	NC(=O)c1nsc(C(=O)N(CCCN2CCOCC2)C(C(=O)NC2CCCCC2)c2ccc(Cl)cc2)c1N (centres undefined)	31[activator]	6%	11%	0	0%	-4%	-4%	0%	1%	1%	-10
19	O=C(N/N=C/c1cn(-c2ccccc2)nc1-c1cccnc1)c1cccnc1	11	-3%	14µM*	0	?	-3%	-4%	?	-7%	0%	6
20	CC(=O)c1cc(NC(=O)c2ccc(Cl)cc2)c(=O)oc1/C=C/N(C)C	6	1%	?	0	?	-4%	8%	-17%	11%	2%	-3
21	COc1ccc(C(CNC(=O)COc2ccccc2C)N2CCCCC2)cc1 (centres undefined)	15	-1%	/	/	/	-3%	0%	7%	-2%	-10%	16
22	CCc1nnc(NC(=O)CCN2C(=O)CCC2=O)s1	0	0%	1%	-4	-8%	11%	6%	1%	5%	1%	16
23	Cc1ccc(S(=O)(=O)Nc2ccc(NC(=O)CN3CCCCC3)c(Cl)c2)cc1	-4	-7%	1%	-2	20%	3%	-1%	-1%	-8%	3%	/
24	CCn1c(SCC(=O)N2CCOCC2)nc2sc3c(c2c1=O)CCCC3	16	6%	26%	-6	-8%	-5%	-1%	-1%	3%	-3%	-7
25	NS(=O)(=O)c1ccc(CNC(=O)c2cc(-c3cccnc3)nc3ccc(Cl)cc23)cc1	17	9%	0%	/	-6%	-3%	-2%	4%	-4%	3%	/
26	CCOC(=O)CCSc1n[nH]c(=S)s1	5	0%	-38%	6	-11%	2%	3%	1%	2%	-2%	12
27	CS(=O)(=O)N1CCc2cc(S(=O)(=O)Nc3ccc4c(c3)OCCO4)ccc21	0	?	?	-2	18µM*	-10%	-7%	-1%	-8%	3%	19
28	COc1cccc(CNc2nc3ccccc3n2CCN2CCCCC2)c1	14	-4%	-34%[10 µM]	2	4%	/	1%	-11%	2%	0%	-4
29	CCOc1ncccc1C(=O)N(C)CC(=O)Nc1ccc(C)cc1	3	1%	-15%	-1	0%	5%	1%	-1%	1%	0%	-4
30	COc1cccc(CNC(=O)c2ccc(OCC(=O)N3CCOCC3)c(OC)c2)c1	-2	1%	/	/	/	8%	6%	-5%	-1%	0%	-3
31	O=C(NC1CCCCC1)N1CCN(C2CCCCC2)CC1	52[activator]	-22%	3%	2	-12%	/	-1%	0%	-8%	-6%	-16
32	NC(=O)c1ccc(Oc2ccc(-c3nnco3)cc2)c([N+](=O)[O-])c1	-5	-2%	6%	0	-12%	0%	1%	0%	-1%	-9%	3
33	CCCCNC(=O)C1(O)c2cc(Br)ccc2NC(=O)N1c1cccc(OC)c1 (centres undefined)	11	-3%	2%	4	-1%	-4%	3%	0%	2%	-1%	12
34	CC1(C)CN=C(NC2CCCCC2)S1	-10	1%	-20%	1	-6%	5%	-4%	5%	2%	-2%	23
35	O=C(COc1ccccc1Cl)Nc1cccnc1	-7	?	-3%	-1	-11%	-21%	?	19µM*	?	-5%	11
36	CC(=O)c1cn(CCCCCCCn2cc(C(C)=O)c(=O)[nH]c2=O)c(=O)[nH]c1=O	-6	0%	-9%	2	-7%	0%	3%	0%	-6%	5%	-34
37	O=C(COC(=O)/C=C/c1ccc([N+](=O)[O-])cc1)NCc1ccco1	-2	-1%	14%	0	7%	5%	-5%	-1%	2%	0%	-10
38	O=C(O)CCC(=O)Nc1ccc(Br)cc1C(=O)c1ccccc1	9	-1%	-3%	8	10%	?	3%	1%	-3%	-2%	-5
39	Cc1ccnc(NS(=O)(=O)c2ccc(NC(=O)COc3ccccc3)cc2)n1	-2	1%	0%	5	3%	0%	-2%	-11%	-1%	-12%	2
40	O=C(NCC1CCCO1)C(c1ccc(F)cc1)N(Cc1ccc(F)cc1)C(=O)Cn1nnc(-c2cccs2)n1 (centres undefined)	4	1%	30%	2	-14%	0%	-5%	7%	0%	2%	-2
41	CC1CCN(C(=O)c2ccc(S(=O)(=O)Cc3ccccc3F)c([N+](=O)[O-])c2)CC1	-18	-10%	6%	2	-5%	-6%	0%	0%	2%	-1%	13
42	COc1cccc(CN2CCNC(=O)C2CC(=O)NCCn2ccc3ccccc32)c1OC (centres undefined)	-10	-5%	5%	-15	-2%	8%	1%	4%	-4%	6%	-4
43	Cc1ccc(C(=O)NCC(=O)NCCCc2ccccc2)cc1	6	0%	6%	2	4%	2%	1%	-1%	0%	-1%	21
44	Cc1nc(C)c(-c2csc(Nc3ccc(O)cc3C)n2)s1	-9	6%	?	1	-10%	-4%	-2%	3%	-2%	1%	-8
45	Cc1cccc(/C=C(\c2nc3ccccc3[nH]2)S(=O)(=O)c2ccccc2)c1	-27	-10%	?	2	-78%	2%	-13%	3%	-16%	-1%	31
46	CCCc1cc(=O)oc2cc(C)cc(OCC(=O)Nc3cccnc3)c12	4	-7%	-4%	0	-13%	7%	-3%	-2%	-7%	0%	-13
47	CCC(=O)Nc1ccc(S(=O)(=O)N2CCc3ccccc32)cc1	-7	-4%	61%	-1	-8%	5%	0%	6%	-1%	2%	4
48	COc1ccc2oc(C(F)(F)C(F)F)cc(=O)c2c1	5	-1%	9%	2	0%	-4%	-1%	0%	3%	-2%	-17
49	C=CCOC(=O)Nc1c(C(=O)OC)[nH]c2ccc(Cl)cc12	6	-8%	2%	1	4%	-8%	11%	2%	12%	1%	-13
50	CC(C)n1nc(C(=O)OCC(=O)N(C)C2CCS(=O)(=O)C2)c2ccccc2c1=O (centres undefined)	-2	1%	1%	2	1%	6%	-2%	1%	15%	3%	12
51	O=C(CN1C(=O)NC(Cc2ccccc2)C1=O)NC(=O)NC1CCCCC1 (centres undefined)	6	3%	15%	3	4%	-2%	1%	3%	3%	-3%	-5
